High-throughput results (PubChem BioAssay)
TDP43 rescue: rescues yeast growth from TDP-43 toxicity. TDP-43 expressing yeast growth rescue, BacTiter-Glo, 24 h. Potency, µM (doses to about 46.1 µM), for the others: at the top dose growth rescue (activation), actives largely listed as activators. hit rate 1.8% among 410,000. AID 652104; also: potency is read from the fitted curve at half-maximal effect; % of control where 0% means no effect; nearly all actives have a fitted effect of over 50% in size
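Cell-based yeast growth screen: TDP-43 expression induced in galactose, inoculum OD600=0.02 after raffinose pregrowth to mid-log. Read-out BacTiter-Glo luminescence at 24 hr, 30 deg C; inhibition of toxicity seen as signal increase.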
Abeta yeast res: compounds reversing amyloid beta toxicity in yeast. yeast expressing A-beta42, growth rescue, OD600, 48 h; response scale: 0% DMSO, 100% iron-clioquinol control. Potency, µM (series often up to 46.1 µM), without a hit: top-dose growth rescue, actives largely listed as activators. hit rate 0.063% among 410,000; also: potency is read from the fitted curve at half-maximal effect; nearly all actives have a fitted effect of over 55% in size
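Yeast growth medium received pinned compounds, then yeast cells expressing toxic A-beta were added; plates incubated at 30 C for 48 hr. Growth read as absorbance at 600 nm, normalized to DMSO and equimolar FeCl3 plus clioquinol controls.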
Akt phos inh: Akt phosphorylation inhibition | Neuro2A IGF-stimulated pAkt S473 HTRF, 20 min; hits give low values | activity change, % for hits at 50 µM | hit rate 0.32% among 360,000 | AID 651550; in the data active = activity change below about -80%; inconclusive = mostly about -51% to -80%; also: % is scaled to controls: 0 for no effect and ±100 for the full control effect
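Neuro2A cells (4,500/well, DMEM with 0.5% FBS) were treated with compound at a single 50 µM final concentration, stimulated with 6 nM IGF for 20 min at 37 °C, and lysed. Phospho-Akt Ser473 was read by HTRF as 665/615 ratio ×10^4.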
FUS suppressor: rescues growth of FUS-expressing yeast; AID 1347120; hit rate 0.24% among 390,000; S. cerevisiae FUS-expressing, growth rescue, OD600, 24 h; Potency, µM (top dose mostly 76.6 µM), for the others: at the top dose growth rescue (activation), usual class: activators;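 also: potency is read from the fitted curve at half-maximal effect; plate controls were DMSO vehicle for no effect and reference control for full effect; nearly all actives have a fitted effect of over 55% in size; some results filed as inactive show a strong effect at the top dose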
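Compound concentration series was pinned onto galactose-induced FUS-expressing yeast seeded at OD 0.005. Plates sat 24hr at 30C; absorbance at 600 nm gave growth. DMSO served as background control.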
Mm-Cpn inhibitor: blocks the Methanococcus maripaludis chaperonin Mm-Cpn | purified Mm-Cpn ATPase, ADP Transcreener TR-FRET | Potency, µM (top dose mostly 76.9 µM), for inactives: at the highest dose activity, negative = inhibition, actives largely listed as inhibitors | hit rate 0.031% among 330,000; also: potency is read from the fitted curve at half-maximal effect; % is scaled to controls: 0 for no effect and ±100 for the full control effect; nearly all actives have a fitted effect of over 80% in size
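Purified archaeal Mm-CPN (25nM final) preincubated 10 min at 37degC with compound, then 10uM ATP for 30 min at 37degC; ADP measured by HTRF Transcreener TR-FRET; buffer 30 mM TRIS pH 7.4, 100mM KCl, 5mM MgCl2, 1mM DTT.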
aSyn rescue: rescues yeast growth from alpha-synuclein toxicity | Potency, µM (top dose mostly 46.1 µM), for inactives: at the highest dose growth rescue (activation), hits mostly activators | hit rate 0.14% among 370,000 | Yeast expressing alpha-synuclein, growth rescue, BacTiter-Glo, 24 h; also: potency is read from the fitted curve at half-maximal effect; % of control where 0% means no effect; nearly all actives have a fitted effect of over 65% in size
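Galactose-induced alpha-syn yeast (OD600=0.02, raffinose-pregrown) + pinned cpd, 24 hr, 30 deg C; growth by BacTiter-Glo luminescence. Growth restoration scores as activation.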
PTHR1 agonist: activates the human parathyroid hormone receptor PTHR1. HEK293 GP2 PTHR1 cells, GloSensor cAMP luminescence, 1 h. hit rate 0.075% among 410,000. Q03431. Potency, µM (titrated, usually from 115 µM), without a hit: top-dose activation, most hits filed as activators; also: potency is read from the fitted curve at half-maximal effect; nearly all actives have a fitted effect of over 55% in size; some results filed as inactive show a strong effect at the top dose; inactives centre near -15; many of its hits are not listed in these tables
Target sequence (Q03431 whole entry, looked up): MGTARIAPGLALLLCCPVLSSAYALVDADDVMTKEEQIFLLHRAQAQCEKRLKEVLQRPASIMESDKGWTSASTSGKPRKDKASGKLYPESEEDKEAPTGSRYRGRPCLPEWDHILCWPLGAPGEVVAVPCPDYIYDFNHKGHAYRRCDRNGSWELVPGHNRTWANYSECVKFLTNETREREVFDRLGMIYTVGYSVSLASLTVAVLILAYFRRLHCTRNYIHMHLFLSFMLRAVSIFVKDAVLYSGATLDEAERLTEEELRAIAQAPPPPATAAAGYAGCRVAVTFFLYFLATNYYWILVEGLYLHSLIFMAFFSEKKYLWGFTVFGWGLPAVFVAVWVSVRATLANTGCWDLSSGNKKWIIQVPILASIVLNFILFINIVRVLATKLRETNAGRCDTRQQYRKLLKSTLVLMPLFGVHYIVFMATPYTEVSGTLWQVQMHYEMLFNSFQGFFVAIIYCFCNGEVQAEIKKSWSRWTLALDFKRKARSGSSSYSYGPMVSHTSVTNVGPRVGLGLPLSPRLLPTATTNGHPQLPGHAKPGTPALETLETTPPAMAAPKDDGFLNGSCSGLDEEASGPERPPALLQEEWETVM
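HEK-293-derived GP2 cells expressing PTHR1 and a GloSensor cAMP reporter, 3,000/well, plated overnight, given luciferin plus IBMX (each 0.5 mM as added) for 1 h at 37 °C, then compound for 1 h at 37 °C. Luminescence was read after 15 min at room temperature.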
GLP-1R inv ag: inverse agonists of human GLP-1 receptor. Potency, µM (titrated, usually from 38.3 µM), for inactives: at the highest dose activity change, negative = inhibition, most hits filed as inhibitors. hit rate 1.6% among 410,000. HEK293 GLP-1R CRE-luciferase, luminescence, 24 h; GLP-1R form is constitutively active. AID 624417; also: potency is read from the fitted curve at half-maximal effect; % is scaled to controls: 0 for no effect and ±100 for the full control effect; nearly all actives have a fitted effect of over 55% in size
Target sequence (P43220 whole entry, looked up): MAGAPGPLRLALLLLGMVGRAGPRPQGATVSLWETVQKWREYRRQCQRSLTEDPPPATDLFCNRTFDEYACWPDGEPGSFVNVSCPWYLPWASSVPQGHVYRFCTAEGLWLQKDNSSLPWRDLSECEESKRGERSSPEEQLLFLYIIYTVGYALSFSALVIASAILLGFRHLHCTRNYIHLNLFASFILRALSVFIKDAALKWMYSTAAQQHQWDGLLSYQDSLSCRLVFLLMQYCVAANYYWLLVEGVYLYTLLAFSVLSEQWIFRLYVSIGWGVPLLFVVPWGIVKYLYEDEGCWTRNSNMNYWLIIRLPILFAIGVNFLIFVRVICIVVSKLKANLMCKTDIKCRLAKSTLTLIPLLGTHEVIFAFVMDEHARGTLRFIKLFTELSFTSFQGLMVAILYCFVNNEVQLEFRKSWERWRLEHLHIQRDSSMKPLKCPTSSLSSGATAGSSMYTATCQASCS
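HEK293 cells stably co-expressing a cAMP-responsive luciferase reporter and constitutively active GLP-1R were seeded, incubated 12 h, then exposed to compounds for 24 h at 37 C. Luminescence was read 12 min after detection reagent; inverse agonists lower signal.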
HEK293 tox: cytotoxicity counter-screen for GLP-1 receptor inverse agonists; HEK293 cAMP-luciferase reporter cells, luminescence, 24 h; Potency, µM (series often up to 38.3 µM), without a hit: at the highest dose activity change, negative = inhibition, most hits filed as inhibitors; hit rate 0.13% among 410,000; AID 624418;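 also: loss of luciferase light is scored as toxicity; potency is read from the fitted curve at half-maximal effect; % is scaled to controls: 0 for no effect and ±100 for the full control effect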
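Cells in DMEM/10% Nu serum/1% pen-strep, 1536-well format. Pre-incubated 12 h, dosed with 23 nL compound, incubated a further 24 h. Luciferase detection, 12 min at room temp, luminescence.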
* hit, by the source's call; i = inactive; ? = inconclusive; nt = no result given; [ ] = dose if it differs, or a comment. Unless noted, calls follow the shape of the dose curve; as a rule, active = well fitted curve in the direction sought with a large enough effect; inconclusive = small, poorly fitted or top-dose-only effect, or another doubt; inactive = no such curve, though single readings can be large; an effect the other way counts as inactive or inconclusive.

Molecule	TDP43 rescue	Abeta yeast res	Akt phos inh	FUS suppressor	Mm-Cpn inhibitor	aSyn rescue	PTHR1 agonist	GLP-1R inv ag	HEK293 tox
CN(C)c1cccc(C(=O)NCc2ccc3c(c2)OCO3)c1	0%	2%	i	36%	-5%	3%	-51%[inhibitor]	-6%	0%
Nc1sc(-c2ccccc2)cc1C(=O)N1CCN(c2ccccc2)CC1	?	15%	i	25%	nt	?	-30%	-24%	-3%
CN(Cc1nc(Cc2ccccc2F)no1)CC1(N2CCOCC2)CCCCC1	2%	-10%	i	-16%	2%	0%	i	?	5%
Cc1ccnc(NS(=O)(=O)c2ccc(NC(=O)CN3C(=O)CCC3=O)cc2)n1	1%	-2%	i	7%	1%	-1%	5%	6%	3%
O=C(Nc1ccc(OCC(=O)N2CCC(Cc3ccccc3)CC2)cc1)c1ccco1	?	16%	i	40%	1%	3%	-17%[57.5 µM]	0%	-2%
Cn1nc(C(=O)NCCCN2CCCCC2)c2c1-c1ccccc1S(=O)(=O)C2	13%	-17%	nt	-17%	-1%	-12%	-12%	1%	-12%
O=C(Nc1nc2ccc(Cl)cc2s1)c1ccco1	6%	-15%	i	34%	-6%	-12%	-6%[57.5 µM]	?	-6%
COc1ccc(S(=O)(=O)N2CCN(CC(=O)Nc3cccc(F)c3)CC2)cc1	14%	2%	i	nt	1%	8%	-9%	-12%	7%
O=C(COc1ccc(Cl)cc1Br)OCC(=O)c1ccc[nH]1	13%	14%	i	8%	-4%	4%	i	7%	5%
CCn1c(CC(=O)Nc2ccccc2F)nnc1SCC(=O)Nc1nncs1	7%	2%	i	-17%	0%	-15%	i	5%	1%
Cc1nn2c(NCc3ccccn3)cc(C(C)C)nc2c1-c1ccccc1	?	-84%[inhibitor]	i	28%	-3%	-28%	-25%	?	-7%
CCOC(=O)N1CCN(C(=O)COc2ccc(S(=O)(=O)NC(C)C)cc2)CC1	0%	-3%	i	-2%	-1%	2%	-15%	10%	1%
CCc1nc(SCc2cc(Cl)ccc2OC)n[nH]1	?	16%	i	19%	-2%	16µM*	i	2%	7%
Cc1cccc(-n2nc([N+](=O)[O-])c(N3CCN(C(=O)c4ccco4)CC3)[n+]2[O-])c1	nt	6%	i	5%	0%	7%	-2%	3%	-9%
COc1ccc(CNC(=O)C2CCN(C(=O)Cc3ccccc3)CC2)cc1	-3%	7%	i	0%	2%	0%	i	3%	-10%
CCCNC(=O)c1ccc2c(=O)c(O)c(-c3cccc(Br)c3)[nH]c2c1	-5%	0%	i	-9%	-4%	-8%	-7%	?	0%
O=C(CSc1nnnn1-c1ccccc1)NCc1ccco1	20%	3%	i	52%	2%	1%	i	-15%	0%
O=C(NCc1ccccc1F)c1ccncc1	-14%	-19%	i	2%	1%	2%	-19%	6%	-1%
c1ccc2c(c1)sc1nnnn12	8%	9%	i	-5%	1%	0%	i	9%	-8%
CCN(CC(=O)Nc1c(F)cccc1F)C(=O)c1ccc(OCC(=O)N2CCOCC2)c(OC)c1	-6%	4%	i	14%	nt	0%	i	1%	-10%
COc1ccc2c(C)c(CC(=O)N3C[C@H]4C[C@@H](C3)c3cccc(=O)n3C4)c(=O)oc2c1OC	-9%	-23%	i	-17%	-3%	2%	-20%	9%	2%
COC(=O)c1ccc(NC(=S)Nc2ccc3ccccc3c2)cc1	-7%	-11%	i	42%	-1%	-7%	-1%[57.5 µM]	-25%	-23%
Cc1cc2oc(C(=O)NCc3ccncc3)c(C)c2cc1C	9%	-9%	i	0%	0%	-5%	-15%	26%	-2%
Cc1nc2c3cc(Cl)ccc3n(CCN3CCCCC3)c2s1	-18%	1%	i	11%	1%	-3%	i	-8%	-27%
NC(=O)c1ccc(N2CCNC(=O)C2)c([N+](=O)[O-])c1	21%	3%	i	-4%	0%	7%	-14%	8%	2%
CC(C)c1ccc(NC(=O)CSc2nc3ccsc3c(=O)n2Cc2ccc(C(=O)O)cc2)cc1	23%	-1%	i	-19%	-9%	-8%	i	8%	-5%
Cc1c(C(=O)NC(C)C)sc2ncn(CC(=O)N3CCC(C)CC3)c(=O)c12	-16%	11%	i	17%	0%	3%	i	0%	-5%
Cc1c(N=C(N)/N=C(\N)Nc2ccc(Br)cc2)c(=O)n(-c2ccccc2)n1C	-2%	5%	i	nt	-1%	-1%	i	?	-21%
Cc1ccccc1CSc1nc2c([nH]c3ccccc32)c(=O)n1-c1ccccc1	-19%	-11%	nt	4%	nt	nt	i	1%	11%
c1ccc(-c2nnsc2-c2ncc[nH]2)cc1	-13%	-23%	i	17%	1%	-7%	i	11%	1%

Taken from above.
PTHR1 agonist, `COc1ccc2c(C)c(CC(=O)N3C[C@H]4C[C@@H](C3)c3cccc(=O)n3C4)c(=O)oc2c1OC` is entered as -20%
HEK293 tox, `Nc1sc(-c2ccccc2)cc1C(=O)N1CCN(c2ccccc2)CC1` is entered as -3%

Continued.
Molecule	TDP43 rescue	Abeta yeast res	Akt phos inh	FUS suppressor	Mm-Cpn inhibitor	aSyn rescue	PTHR1 agonist	GLP-1R inv ag	HEK293 tox
COc1ccc(C2=NOC(C(=O)NCc3cccnc3)C2)cc1OC (stereo unspecified)	-15%	-1%	i	15%	2%	-1%	i	9%	-10%
O=C(c1nc2ncccn2n1)N1CCc2ccccc2C1	1%	3%	i	-16%	nt	-2%	-18%[57.5 µM]	-16%	4%
COc1cc(/C=N/NC(=O)CC2C(=O)NN=C2C)ccc1O (stereo unspecified)	0%	3%	i	-5%	-1%	0%	30%	12%	-1%
CCC(=O)Nc1nnc(-c2ccc(OC)cc2)o1	13%	-10%	i	-3%	0%	-4%	-25%	19%	1%
Cc1cc(C)c(S(=O)(=O)c2cc(F)ccc2C)c(=O)[nH]1	3%	12%	i	-1%	3%	-7%	i	27%	2%
CC(=O)C1=C(O)C(=O)N(c2ccc(Br)cn2)C1c1ccc(F)cc1 (stereo unspecified)	-12%	-10%	i	1%	-5%	-2%	i	-13%	?
CC(C)Cc1ccc(CN2C(C)C(=O)N(Cc3cn(Cc4ccco4)nn3)CCS2(=O)=O)cc1 (stereo unspecified)	0%	12%	i	?	nt	4%	i	-7%	-5%
Nn1c(Cc2ccccc2)nc2ccccc2c1=O	1%	6%	i	16%	nt	1%	-6%	-17%	-4%
CCC(=O)OCC(=O)C1(OC(=O)CC)[C@H](C)C[C@H]2[C@H]3[C@H]([C@@H](O)C[C@@]21C)[C@@]1(C)C=CC(=O)C=C1C[C@H]3Cl (stereo partly specified)	7%	-6%	i	-16%	1%	-3%	-23%	-33%	11%
C/C(Cn1nc([N+](=O)[O-])cc1C)=N\NC(=O)COc1ccc(Cl)cc1Cl	20%	-2%	i	9%	-1%	-1%	-14%	?	-25%
CCC(c1nnnn1-c1ccc(OC)cc1)N1CCN(C/C=C/c2ccccc2)CC1 (stereo unspecified)	-8%	-8%	i	14%	nt	-4%	-30%	-36%	2%
COC(=O)c1ccc(NC(=O)CCS(=O)(=O)c2ccc(C)cc2)cc1	24%	-2%	i	-6%	0%	1%	0%	8%	6%
Cc1cc(Br)ccc1SCC(=O)OCC(=O)c1c(N)n(C)c(=O)n(C)c1=O	23%	17%	i	?	1%	14%	-6%	15%	-7%
CCc1ccc2c(c1)c1nc(C)sc1n2CC(=O)OC	10%	-4%	i	9%	0%	-15%	i	35%[activator]	-4%
CC(=O)NC(c1ccccc1)c1nc(-c2csc3ccccc23)cs1 (stereo unspecified)	-6%	2%	i	10%	nt	1%	-5%	?	-16%
O=C(NCc1ccc(F)cc1)c1ccc2c(c1)N(Cc1c(F)cccc1Cl)C(=O)CS2	18%	-5%	nt	22%	nt	nt	-24%	2%	-10%
COc1ccc(N(C(=O)C2CSC(=O)C2)C(C(=O)NC(C)(C)C)c2ccncc2)cc1 (stereo unspecified)	4%	-4%	i	-39%	-2%	-11%	i	6%	3%
COc1ccc(/C=C(/C#N)c2nc(-c3cc4ccccc4oc3=O)cs2)cc1	14%	-10%	nt	-6%	nt	nt	-19%	1%	0%
CCN1C2=NCCCN2c2cc(C)c(C)cc21	-5%	9%	i	-15%	2%	8%	i	-16%	2%
COC(=O)c1ccccc1NC(=O)CSc1nc2nc(C)cc(C)n2n1	0%	-11%	nt	-20%	nt	-2%	i	4%	-7%
CC(Nc1nc(-c2cccnc2)nc2ccccc12)c1ccccc1 (stereo unspecified)	9%	-10%	i	-8%	nt	-23%	i	?	-31%
Cc1cccc2cc(CN(CC3CCCO3)C(=O)c3cccnc3)c3nnnn3c12 (stereo unspecified)	0%	4%	i	30%	-3%	-2%	i	43%[activator]	4%
COc1ccccc1C(O)P(=O)(OCC(C)C)c1ccc(N(C)C)cc1 (stereo unspecified)	-3%	-5%	i	-2%	-2%	-4%	-21%	12%	14%
Cc1ccc(C(=O)NC(=S)N2CCN(C(=O)OC(C)(C)C)CC2)cc1Br	8%	13%	i	-20%	-7%	0%	i	-13%	3%

Some of the compounds tested (hit frequency here may not be typical).
